T cell modulator: T cell immune modulators affecting CD8 T cell-vesicle binding; hit rate 0.068% among 330,000; 2C CD8+ T cell-vesicle binding, flow cytometry; stronger effect = lower value; calls only at 7 µM;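 active means response, share of CD8 T cells binding vesicles, and their 90th percentile fluorescence all below set limits, cut at about 80% in these data, passing the limit was not always enough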
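incubation = binding step 1.5 h, 37 °C, antibody labelling 20 min, ice | test system = 2C mouse CD8+ T cells | read-out basis = percent CD8+ FL2 mean versus row control | controls = Peptide-free naked vesicles (low) and QL9 vesicles with 0.7% DMSO vehicle (high) | detection = flow cytometry of vesicle-bound cells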
Dynein transport: dynein cargo transport inhibition. 3617.4 mouse cells, GR-EGFP nuclear translocation imaging; test concentration mostly 20 µM; stimulated with dexamethasone, 1 µM; stronger effect = lower value. z-score, hits read low. hit rate 0.47% among 220,000. AID 1381;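 active means plate z-score of nuclear minus cytoplasmic receptor signal below a set negative limit, without overly bright fluorescence or cell loss, cut at about -3.5 in these data, passing the limit was not always enough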;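 further: z-score of nuclear minus cytoplasmic ring GR-EGFP intensity difference per well; some compounds called inactive have numbers as strong as hits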
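Buffer or medium: tetracycline-free induction medium containing charcoal-stripped FBS / Reagent: dexamethasone agonist, 1.0 µM final, for 30 min / Technique: automated 10x imaging of fixed Hoechst-stained cells / Times: induction 48 h, compound 1 h, agonist 30 min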
MT stabilizer: microtubule stabilizers in HeLa cells; HeLa tubulin immunostaining HCS, 24 h; share of cells brighter than vehicle mean+2SD; % tubulin-high responders, % at 10 µM; hit rate 0.83% among 200,000;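 active means plate Z-score above 3 for both tubulin-high and condensed-nucleus cell shares, with cell loss under 80%, at 10 µM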;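 further: anti alpha tubulin signal scored within the nucleus-defined area of each cell; some results filed as inactive read as strong as hits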
Insulin prom up: MIN6 insulin promoter up-regulation | MIN6 insulin promoter-GFP reporter, high-content imaging; stronger effect = higher value | hit rate 0.3% among 190,000 | AID 1625 | z-score at 5 µM;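 active means z-score above 3 at 5 µM with at least 500 cells counted in the well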
Lipid droplet: modulators of hepatic lipid droplet formation. AML12 mouse hepatocytes, oleate lipid droplets, BODIPY imaging. inhibition, % at 6.5 µM. hit rate 0.4% among 240,000. AID 1656;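 active means lipid droplet intensity inhibited by at least 50%, with more than 500 cells counted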
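material = mouse AML12 hepatocyte cell line, fixed after treatment | also added = 100 µM oleic acid challenge | doses = compound at 6.5 µM only | schedule = overnight exposure | technique = Image-based BODIPY and DAPI two-channel analysis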
PhoP inhibition: inhibitors of PhoP regulon expression, primary screen, Salmonella Typhimurium, GFP reporter (AID 1863); S. Typhimurium PhoP-regulated promoter GFP reporter, 4 h; higher % means a stronger effect; inhibition, % at 50 µM; hits with a dose series show IC50 in µM; hit rate 0.16% among 300,000;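 active means inhibition over 29.93%, a cutoff 3 SD above the screen mean, later confirmed by dose response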;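 further: 0% = low Mg2+ inducing control and 100% = high Mg2+ repressing control; strong numbers were not always called active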
Autophagy HCS: modulators of autophagy; MEF GFP-LC3 puncta imaging; test concentration mostly 10 µM; calls only at 10 µM (by protocol); hit rate 0.98% among 190,000; AID 463193;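 active means percentage of spot-positive cells more than 3 SD above its plate mean, without a fluorescence outlier flag or 80% toxicity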;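 further: spot-positive cell cutoff set from DMSO-treated cells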
CSM14.1 death rescue: rescue of cells from ER stress-induced death, primary screen, 384-well, CSM14.1, thapsigargin, ATP luminescence (AID 1222). CSM14.1 thapsigargin-induced death rescue, ATP luminescence; higher % means a stronger effect. cellular ATP content (survival), % at 20 µM, or EC50 in µM where a hit was titrated. 190,000 tested, under 10 active;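 active means EC50 below 50 µM in the dose-response confirmation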;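 further: death triggered by thapsigargin at about 15 µM added after 2 h compound pretreatment; cell ATP read after overnight thapsigargin exposure of roughly 18 to 22 hours; normalized against plate controls of thapsigargin alone and 5% DMSO vehicle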
bCat nuc transl: beta-catenin nuclear translocation modulation; hit rate 0.3% among 190,000; nuclear translocation activity, % at 5 µM; HeLa beta-catenin nuclear translocation, immunofluorescence imaging; AID 1665;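 active means nuclear translocation activity above 50% at 5 µM, with a well cell count of 50 or more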;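 further: per-cell ratio of nuclear to cytoplasmic median beta-catenin stain intensity; plate controls were DMSO negative control for no effect and GSK-3 inhibitor IX positive control for full effect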
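System: HeLa cells, endogenous beta-catenin; compound dosing: 5 µM primary single dose, 0.1% DMSO, 0.02–20 µM confirmation series; incubation: 24 h compound exposure at 37°C, 5% CO2; signal: beta-catenin immunofluorescence imaging with DAPI; evaluation: % activation, nuclear-to-cytoplasmic median beta-catenin signal ratio per cell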
Dynein transport cytoplasmic EGFP: further read-out of Dynein transport, marked with its call; z-score; measured here: cytoplasmic GR-EGFP intensity; stronger effect = higher value
Dynein transport nuclear GR-EGFP: also measured in Dynein transport; calls as there; z-score; measured here: nuclear GR-EGFP intensity;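 lower value marks the stronger effect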
Dynein transport cell count: further read-out of Dynein transport, marked with its call; z-score; measured here: cell count per field
Insulin prom up cell count: also measured in Insulin prom up; calls as there; cell count; measured here: cytotoxicity, nuclei count;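 total cells summed across four imaged fields per well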
Lipid droplet cells 6.5 µM: recorded beside Lipid droplet, whose call it bears; cell count; measured here: cell count, cytotoxicity flag;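 cells counted across two imaged fields per well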
bCat nuc transl cell count 5 µM: further read-out of bCat nuc transl, marked with its call; cell count; measured here: cell count, cytotoxicity flag
T cell modulator vesicle-bound %: further read-out of T cell modulator, marked with its call; double positive events, %; measured here: CD8+ vesicle-bound cell fraction;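 binding gate set so that unloaded-vesicle control wells show 10% double positive cells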
MT stabilizer Hoechst-high %: also measured in MT stabilizer; calls as there; % Hoechst-high responders; measured here: nuclear condensation Hoechst responders;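 share of cells brighter than vehicle mean plus two SD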
MT stabilizer cytotoxicity %: also measured in MT stabilizer; calls as there; toxicity, %; measured here: cytotoxicity by cell density;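 0% = mean cell density of plate MIN control wells and 100% = no cells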
Autophagy HCS cell loss 18 h: also measured in Autophagy HCS; calls as there; toxicity, %; measured here: cell loss, nuclei count;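 cell loss after 18 h compound exposure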
* hit, by the source's call; i = inactive; . = no result given.

SMILES | T cell modulator | T cell modulator vesicle-bound % | Dynein transport | Dynein transport cytoplasmic EGFP | Dynein transport nuclear GR-EGFP | Dynein transport cell count | MT stabilizer | MT stabilizer Hoechst-high % | MT stabilizer cytotoxicity % | Insulin prom up | Insulin prom up cell count | Lipid droplet | Lipid droplet cells 6.5 µM | PhoP inhibition | Autophagy HCS | Autophagy HCS cell loss 18 h | CSM14.1 death rescue | bCat nuc transl | bCat nuc transl cell count 5 µM
Cc1ccc(S(=O)(=O)N2CCC(C)CC2)cc1[N+](=O)[O-] | . | . | -0.461 | -0.254 | -0.12 | -0.102 | 3.2 | 2.3 | 5.5 | -0.48 | 1411 | -6.8 | 685 | 4.1% | i | 8.8 | -0.5% | 0.6 | 1459
Cn1nc(-c2ccccc2)c(CSc2cccc(Cl)c2)c1Cl | i | 34.5 | -1.05 | -0.279 | -0.371 | 0.961 | 38.5 | 10.0 | 62.7 | 0.06 | 859 | -2.1 | 796 | -6.0% | i | 24.6 | -1.7% | 6.5 | 1162
CC(C)(C)c1cccc(OCCCSc2ncccn2)c1 | i | 25.1 | 0.348 | -0.228 | -0.797 | -0.311 | 2.5 | 1.3 | 1.3 | 0.38 | 1412 | . | . | 1.4% | i | -8.8 | -0.5% | 3.4 | 1355
Cn1c(Cn2nnc3ccccc32)nnc1SCC(N)=O | i | 10.2 | -0.475 | -0.0457 | -0.155 | 0.562 | 3.8 | 3.4 | 8.2 | 0.46 | 1287 | 3.6 | 719 | 8.6% | i | 5.5 | -0.6% | -0.6 | 1194
O=C1NC(=S)S/C1=C\c1ccc(SCc2ccccc2)o1 | i | 27.3 | -0.052 | 0.166 | 0.0687 | 0.143 | 3.5 | 2.6 | 5.4 | 1.65 | 1329 | -2.5 | 644 | -7.8% | i | 4.5 | 1.8% | -2.9 | 957
COC(=O)/C(=C\C=C\c1ccccc1)NC(=O)c1ccccc1 | i | 50.9 | 1.62 | -0.293 | 0.689 | -0.447 | 2.7 | 2.2 | 7.1 | -0.27 | 1320 | -0.1 | 700 | -7.6% | i | -18.9 | . | 0.1 | 1012
CCN(CCn1cccn1)Cc1cn[nH]c1-c1ccc(OC)cc1F | i | 30.0 | -1.11 | -0.31 | -0.385 | 0.871 | 4.3 | 2.1 | 9.8 | . | . | 2.8 | 717 | -4.8% | i | -22.1 | 2.4% | -1.4 | 981
Cc1csc(NC(=O)CSc2nncn2C)n1 | i | 24.3 | 1.37 | -0.201 | 1.08 | 0.54 | 2.0 | 2.1 | 15.8 | . | . | -7.9 | 739 | -4.2% | i | 4.3 | -1.5% | . | .
COc1ccc(-c2ccnc3ncnn23)cc1 | i | 30.4 | -0.397 | -0.276 | -0.109 | 0.804 | 3.8 | 3.0 | 4.7 | 0.25 | 1350 | 2.5 | 698 | -3.3% | i | -19.2 | 3.6% | -0.6 | 985
C/C(=N\O)C(=O)OC1CC(C)CCC1C(C)C (stereo unspecified) | i | 38.0 | -0.608 | -0.2 | -0.0634 | -0.759 | 3.2 | 2.9 | 10.2 | -0.19 | 1046 | . | . | 4.8% | i | -0.3 | -1.5% | 0.7 | 1182
Cn1c(CNC(=O)c2ccc(F)cc2)nc2ccccc21 | i | 54.1 | -0.58 | -0.169 | -0.199 | 1.05 | 2.3 | 1.9 | 8.9 | 0.37 | 1808 | 10.3 | 669 | 6.5% | i | -8.2 | -2.0% | -0.8 | 1045
Cn1c(N)c(C(=O)COc2ccc(Cl)cc2Cl)c(=O)n(C)c1=O | i | 7.5 | -0.72 | -0.277 | -0.279 | 0.374 | 2.1 | 1.7 | 5.8 | 0.28 | 1439 | -1.0 | 703 | -7.4% | i | -3.6 | 4.5% | 0.6 | 1135
CCOC(=O)COc1ccc(S(=O)(=O)c2ccc(OCC(=O)OCC)cc2)cc1 | i | 20.1 | 0.03 | -0.39 | -0.0244 | 0.283 | 0.7 | 1.8 | 10.7 | 0.31 | 932 | 0.8 | 758 | 9.6% | i | -0.5 | 0.1% | . | .
O=C(CSc1ccc2nnc(-c3ccccc3)n2n1)N1CCCc2ccccc21 | i | 28.6 | 0.75 | -0.246 | 1.01 | 0.0259 | 2.6 | 4.1 | 12.3 | -0.02 | 1132 | -7.0 | 682 | -7.5% | i | -13.2 | -0.6% | -0.4 | 1135
N#Cc1cc(-c2ccccc2)cn(Cc2c(Cl)cccc2Cl)c1=O | i | 15.5 | . | . | . | . | 1.5 | 1.2 | 0.5 | 0.06 | 1890 | -0.7 | 584 | -12.3% | i | 0.2 | 0.4% | -0.2 | 1119
O=C(NC1CC1)C1CCN(C2CCN(C(=O)Cc3ccc(F)cc3)CC2)CC1 | i | 27.9 | -0.00162 | -0.318 | -0.205 | 0.819 | 2.7 | 1.6 | 4.1 | 0.93 | 1502 | 15.7 | 720 | -3.5% | i | -20.4 | -0.9% | -2.6 | 962
Cn1c(=NC(=O)c2ccccc2[N+](=O)[O-])sc2cc(S(C)(=O)=O)ccc21 | i | 47.3 | -0.637 | -0.333 | -0.802 | 0.883 | 0.9 | 4.7 | 8.8 | 0.28 | 1301 | 27.9 | 681 | -0.3% | i | -14.2 | -0.4% | -3.6 | 575
CCn1c(SCC(=O)c2ccc(Br)cc2)nnc1C(C)NC(=O)Cc1ccc(OC)cc1 (stereo unspecified) | i | 43.9 | -0.76 | -0.0414 | -0.153 | 0.433 | 2.4 | 1.5 | 7.8 | . | . | 6.0 | 767 | -7.8% | i | -0.7 | 0.0% | . | .
Cn1cc(C(=O)N/N=C/c2c(O)ccc3ccccc23)ccc1=O | i | 37.3 | 0.371 | -0.344 | -0.0988 | 0.396 | 6.2 | 2.9 | 24.2 | -5.06 | 774 | -25.8 | 543 | -1.7% | i | 25.8 | -0.8% | 5.6 | 614
CCCCCC1CC(CC(=O)Nc2nncs2)C(=O)O1 (stereo unspecified) | i | 41.5 | 0.916 | -0.103 | 0.365 | -0.334 | 4.8 | 2.9 | 8.0 | 0.47 | 1129 | -79.8 | 748 | -1.8% | i | 3.4 | -0.2% | -1.6 | 1170

Gathered by group: those above containing two or more sulfur atoms (3)
SMILES | T cell modulator | T cell modulator vesicle-bound % | Dynein transport | Dynein transport cytoplasmic EGFP | Dynein transport nuclear GR-EGFP | Dynein transport cell count | MT stabilizer | MT stabilizer Hoechst-high % | MT stabilizer cytotoxicity % | Insulin prom up | Insulin prom up cell count | Lipid droplet | Lipid droplet cells 6.5 µM | PhoP inhibition | Autophagy HCS | Autophagy HCS cell loss 18 h | CSM14.1 death rescue | bCat nuc transl | bCat nuc transl cell count 5 µM
O=C1NC(=S)S/C1=C\c1ccc(SCc2ccccc2)o1 | i | 27.3 | -0.052 | 0.166 | 0.0687 | 0.143 | 3.5 | 2.6 | 5.4 | 1.65 | 1329 | -2.5 | 644 | -7.8% | i | 4.5 | 1.8% | -2.9 | 957
Cc1csc(NC(=O)CSc2nncn2C)n1 | i | 24.3 | 1.37 | -0.201 | 1.08 | 0.54 | 2.0 | 2.1 | 15.8 | . | . | -7.9 | 739 | -4.2% | i | 4.3 | -1.5% | . | .
Cn1c(=NC(=O)c2ccccc2[N+](=O)[O-])sc2cc(S(C)(=O)=O)ccc21 | i | 47.3 | -0.637 | -0.333 | -0.802 | 0.883 | 0.9 | 4.7 | 8.8 | 0.28 | 1301 | 27.9 | 681 | -0.3% | i | -14.2 | -0.4% | -3.6 | 575

(continued)
SMILES | T cell modulator | T cell modulator vesicle-bound % | Dynein transport | Dynein transport cytoplasmic EGFP | Dynein transport nuclear GR-EGFP | Dynein transport cell count | MT stabilizer | MT stabilizer Hoechst-high % | MT stabilizer cytotoxicity % | Insulin prom up | Insulin prom up cell count | Lipid droplet | Lipid droplet cells 6.5 µM | PhoP inhibition | Autophagy HCS | Autophagy HCS cell loss 18 h | CSM14.1 death rescue | bCat nuc transl | bCat nuc transl cell count 5 µM
O=C(CSc1nc2ccccc2o1)N/N=C/c1ccccc1C(=O)O | i | 39.3 | -0.223 | 0.532 | 0.922 | 0.237 | . | . | . | 0.06 | 1136 | . | . | -8.0% | . | . | . | -0.7 | 1290
Cc1ccc(C2(c3noc(CN(C)CC4CCCCO4)n3)CCCC2)cc1 (stereo unspecified) | i | 58.1 | 0.239 | -0.0751 | 0.263 | -1.71 | 1.0 | 0.8 | 1.1 | -0.36 | 1394 | 12.2 | 677 | 2.0% | i | -0.1 | 1.9% | 0.2 | 1503
O=C(Cn1c2ccc(F)cc2c2nc3n(c(=O)c21)CCS3)Nc1ccccc1F | i | 39.3 | -0.106 | -0.326 | -0.228 | 0.761 | 2.5 | 1.4 | 3.1 | -0.88 | 1256 | -8.0 | 697 | 1.1% | i | -3.8 | 0.1% | -0.2 | 1123
O=C(NC1CCCCC1)C(Cc1ccccc1)N1C(=O)C2C3CCC(C3)C2C1=O (stereo unspecified) | i | 29.1 | 0.845 | -0.277 | 0.723 | -0.39 | 1.3 | 1.2 | 8.6 | -0.03 | 1594 | . | . | 3.8% | i | -0.2 | 2.6% | 1.6 | 1313
Cc1ccc(NC(=O)C2CC2C)c(Cl)c1 (stereo unspecified) | i | 39.4 | -0.718 | -0.321 | 0.0314 | 0.772 | 3.4 | 3.7 | 6.8 | -0.29 | 1203 | -40.5 | 641 | -2.3% | i | 5.5 | -1.1% | -1.6 | 1126

Screens from PubChem.
